Assay outcomes: PubChem BioAssay, National Center for Advancing Translational Sciences (NCATS)
TDP-43 yeast inh = inhibitors of TDP-43 toxicity in yeast | TDP-43 expressing yeast growth rescue, BacTiter-Glo, 24 h | Potency, µM (top dose mostly 46.1 µM), without a hit: at the highest dose growth rescue (activation), actives largely listed as activators | 410,000 compounds, 1.8% hits; note: potency is the fitted concentration of half-maximal effect; % of control where 0% means no effect; nearly all actives have a fitted effect of over 50% in size
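Yeast cells expressing TDP-43 under galactose induction are exposed to compounds for 24 hr at 30 deg C. BacTiter-Glo luminescence measures growth, so protective compounds score as activators.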
FUS yeast rescue = FUS proteinopathy suppression in yeast; S. cerevisiae FUS-expressing, growth rescue, OD600, 24 h; Potency, µM (doses to about 76.6 µM), without a hit: at the top dose growth rescue (activation), most hits filed as activators; 390,000 compounds, 0.24% hits; AID 1347120;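 note: potency is the fitted concentration of half-maximal effect; plate controls were DMSO vehicle for no effect and reference control for full effect; nearly all actives have a fitted effect of over 55% in size; some results filed as inactive show a strong effect at the top dose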
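Restored growth of FUS-toxic S. cerevisiae, read as 600 nm absorbance after 24 h at 30C in galactose medium (starting OD 0.005). Controls CP55940 and DMSO.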
Akt phos inh = Akt phosphorylation inhibition; Neuro2A IGF-stimulated pAkt S473 HTRF, 20 min; active compounds read low; activity change, % for hits at 50 µM; 360,000 compounds, 0.32% hits; AID 651550; in the data active = activity change below about -80%; inconclusive = mostly about -51% to -80%; note: % is set by controls: 0 for no effect and ±100 for the full control effect
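Neuro2A cells in DMEM with 0.5% FBS, overnight at 37 deg C, given compound at single 50 µM final, then IGF (6 nM final) for 20 min at 37 deg C. Lysed; phospho-Akt Ser473 by HTRF after 24 h, 665/615 ratio.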
Mm-Cpn inhibitor = blocks the Methanococcus maripaludis chaperonin Mm-Cpn | purified Mm-Cpn ATPase, ADP Transcreener TR-FRET | Potency, µM (top dose mostly 76.9 µM), without a hit: at the top dose activity, negative = inhibition, hits mostly inhibitors | 330,000 compounds, 0.031% hits; note: potency is the fitted concentration of half-maximal effect; % is set by controls: 0 for no effect and ±100 for the full control effect; nearly all actives have a fitted effect of over 80% in size
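ATPase read-out: TR-FRET ADP immunoassay (anti-ADP Eu cryptate vs ADP-d2), ex 320 nm, em 590/665 nm; signal drops as ADP forms. Enzyme 25 nM, ATP 10 uM, 30 min at 37°C after 10 min compound preincubation.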
Abeta yeast res = compounds reversing amyloid beta toxicity in yeast | yeast expressing A-beta42, growth rescue, OD600, 48 h; response scale: 0% DMSO, 100% iron-clioquinol control | Potency, µM (titrated, usually from 46.1 µM), for inactives: at the highest dose growth rescue, usual class: activators | 410,000 compounds, 0.063% hits | AID 1347071; note: potency is the fitted concentration of half-maximal effect; nearly all actives have a fitted effect of over 55% in size
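Growth rescue measured by 600 nm absorbance after 48 h yeast culture at 30 C with compound. Values normalized between DMSO and an equimolar ferric chloride plus clioquinol control.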
GLP1R cytotox = cytotoxicity in counter-screen for GLP-1R inverse agonists; Potency, µM (highest dose often 38.3 µM), inactives show at the top dose activity change, negative = inhibition, most hits filed as inhibitors; 410,000 compounds, 0.13% hits; HEK293 cAMP-luciferase reporter cells, luminescence, 24 h;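 note: loss of luciferase light is scored as toxicity; potency is the fitted concentration of half-maximal effect; % is set by controls: 0 for no effect and ±100 for the full control effect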
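Cells in DMEM/10% Nu serum/1% pen-strep, 1536-well format. Pre-incubated 12 h, dosed with 23 nL compound, incubated a further 24 h. Luciferase detection, 12 min at room temp, luminescence.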
GLP-1R inv ag = acts as inverse agonist at human GLP-1 receptor; P43220; HEK293 GLP-1R CRE-luciferase, luminescence, 24 h; GLP-1R form is constitutively active; Potency, µM (doses to about 38.3 µM), inactives show at the top dose activity change, negative = inhibition, actives largely listed as inhibitors; 410,000 compounds, 1.6% hits; note: potency is the fitted concentration of half-maximal effect; % is set by controls: 0 for no effect and ±100 for the full control effect; nearly all actives have a fitted effect of over 55% in size
Target sequence (P43220 whole entry, looked up): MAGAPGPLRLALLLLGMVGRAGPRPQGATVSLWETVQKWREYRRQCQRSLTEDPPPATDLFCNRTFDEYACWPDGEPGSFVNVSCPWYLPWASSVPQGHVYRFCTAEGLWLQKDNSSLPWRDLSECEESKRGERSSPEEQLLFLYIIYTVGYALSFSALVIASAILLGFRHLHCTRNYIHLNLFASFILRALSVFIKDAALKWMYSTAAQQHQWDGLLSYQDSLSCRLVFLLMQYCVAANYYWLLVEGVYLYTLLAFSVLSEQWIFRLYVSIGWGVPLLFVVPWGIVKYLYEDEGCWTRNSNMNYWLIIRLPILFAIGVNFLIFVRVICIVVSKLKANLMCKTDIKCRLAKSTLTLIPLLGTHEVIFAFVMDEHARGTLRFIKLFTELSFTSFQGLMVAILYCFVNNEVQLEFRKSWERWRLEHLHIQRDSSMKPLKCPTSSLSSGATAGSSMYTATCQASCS
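Inverse agonists were sought by their lowering of basal cAMP reporter luciferase output in HEK293 cells stably carrying constitutively active human GLP-1R, after 24 h compound treatment.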
PTHR1 ag = PTHR1 (human) receptor agonism; Q03431; HEK293 GP2 PTHR1 cells, GloSensor cAMP luminescence, 1 h; Potency, µM (top dose mostly 115 µM), for the others: at the top dose activation, hits mostly activators; 410,000 compounds, 0.075% hits; AID 743266; note: potency is the fitted concentration of half-maximal effect; nearly all actives have a fitted effect of over 55% in size; some results filed as inactive show a strong effect at the top dose; inactives centre near -15; many of its hits are not listed in these tables
Target sequence (Q03431 whole entry, looked up): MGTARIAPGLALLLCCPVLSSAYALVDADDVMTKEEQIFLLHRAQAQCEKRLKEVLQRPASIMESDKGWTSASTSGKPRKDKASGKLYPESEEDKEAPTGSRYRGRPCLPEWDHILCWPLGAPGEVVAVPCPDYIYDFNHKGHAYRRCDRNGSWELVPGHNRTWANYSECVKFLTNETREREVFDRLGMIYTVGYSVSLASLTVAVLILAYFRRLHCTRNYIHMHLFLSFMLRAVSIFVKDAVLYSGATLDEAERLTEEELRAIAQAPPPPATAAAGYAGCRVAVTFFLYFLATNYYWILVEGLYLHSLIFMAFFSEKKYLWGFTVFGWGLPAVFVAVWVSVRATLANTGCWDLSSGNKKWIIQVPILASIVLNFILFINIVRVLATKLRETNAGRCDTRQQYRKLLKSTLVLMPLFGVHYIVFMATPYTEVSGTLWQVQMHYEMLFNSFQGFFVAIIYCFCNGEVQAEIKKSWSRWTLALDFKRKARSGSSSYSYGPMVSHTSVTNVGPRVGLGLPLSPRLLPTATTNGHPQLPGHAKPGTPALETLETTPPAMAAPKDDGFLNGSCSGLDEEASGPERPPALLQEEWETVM
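HEK-293-derived GP2 cells expressing PTHR1 and a GloSensor cAMP reporter, 3,000/well, plated overnight, given luciferin plus IBMX (each 0.5 mM as added) for 1 h at 37 °C, then compound for 1 h at 37 °C. Luminescence was read after 15 min at room temperature.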
aSyn yeast inh = alpha-synuclein toxicity inhibition in yeast | Yeast expressing alpha-synuclein, growth rescue, BacTiter-Glo, 24 h | Potency, µM (doses to about 46.1 µM), for inactives: at the highest dose growth rescue (activation), hits mostly activators | 370,000 compounds, 0.14% hits; note: potency is the fitted concentration of half-maximal effect; % of control where 0% means no effect; nearly all actives have a fitted effect of over 65% in size
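Screening used galactose-induced yeast with toxic alpha-synuclein levels, exposed to compound for 24 hr at 30 deg C. Cell growth, read with BacTiter-Glo luminescence, gave the measured signal.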
Active calls of the source: *; i = inactive; ? = inconclusive; · = not tested or not shown; & = joins results of further samples; [ ] = remark or other dose. Unless noted, calls come from the whole dose curve; as a rule, active = well fitted curve in the direction sought with a large enough effect; inconclusive = small, poorly fitted or top-dose-only effect, or another doubt; inactive = no such curve, though single readings can be large; an effect the other way counts as inactive or inconclusive. This is a subset. The share of hits here may be higher or lower than overall.

1) COc1ccccc1N1CCN(C(=O)C2CCN(S(=O)(=O)c3cccs3)CC2)CC1
2) O=C(NCCc1ccc(Cl)cc1)C1CCN(C(=O)c2ccc(F)cc2)CC1
3) COC(=O)c1sc2nc(CN3CCOCC3)nc(N3CCOCC3)c2c1C
4) CCN(c1ccccc1)S(=O)(=O)c1ccc(C(=O)Nc2ccccc2OC)cc1
5) Cc1cc(N)nc(=O)n1C1CC(O)C(CO)O1 (configuration not stated)
6) COc1cc(N/C(N)=N/c2nc(C)cc(C)n2)cc(OC)c1

Assay by compound,1,2,3,4,5,6
TDP-43 yeast inh,-12%,-13%,2%,-3%,-2%,17%
FUS yeast rescue,44%,17%,22%,?,·,2%
Akt phos inh,·,i,i,i,i,i
Mm-Cpn inhibitor,·,4%,-6%,2%,·,2%
Abeta yeast res,-12%,14%,-9%,22%,3%,0%
GLP1R cytotox,0%,0%,-20%,-13%,1%,1%
GLP-1R inv ag,-10%,?,52%[activator],?,14%,?
PTHR1 ag,-45%[inhibitor],i,-4%[57.5 µM],i,i,i
aSyn yeast inh,·,-5%,0%,0%,6%,3%

7) CCC(=O)N/N=C/c1ccc(-c2ccc(Cl)cc2)o1
8) CC1=C(C(=O)N2CCCC(N3CCN(c4ccccc4C)CC3)C2)OCCO1 (configuration not stated)
9) Cc1ccc(NC(=O)CCC(=O)N/N=C/c2ccco2)c(C)c1
10) O=C(c1cnn(-c2nc3ccccc3s2)c1)c1ccccc1O
11) CC(C)CC1Nc2ccc(C(=O)NCc3ccc4c(c3)OCO4)cc2NC1=O (configuration not stated)
12) COCCCNc1nc2c(c(=O)[nH]c(=O)n2C)n1CC(O)COc1ccccc1C (configuration not stated)

Assay by compound,7,8,9,10,11,12
TDP-43 yeast inh,22%[9.22 µM],6%,-10%,-9%,-12%,13%
FUS yeast rescue,3%,-12%,7%,1%,23%,-5%
Akt phos inh,i,i,i,i,i,i
Mm-Cpn inhibitor,-6%,-2%,-9%,2%,2%,0%
Abeta yeast res,3%,11%,-15%,1%,13%,-8%
GLP1R cytotox,-6%,-11%,0%,23%,-6%,15%
GLP-1R inv ag,2%,?,13%,24%,11%,32%[activator]
PTHR1 ag,i,i,i,-85%[inhibitor][57.5 µM],-14%,i
aSyn yeast inh,2%,0%,-3%,-6%,-7%,7%

13) O=c1nc(SCc2cccc(C(F)(F)F)c2)nc2ccccn12
14) COC(=O)C[C@H]1C[C@H]2c3cc(NC(=O)Nc4ccc(C(F)(F)F)cc4)ccc3O[C@H]2[C@@H](CO)O1
15) Cc1nc2cc(OCc3cc(C(=O)NC(C)c4cnn(C)c4)no3)ccc2s1 (configuration not stated)
16) Cc1nc2c(-c3ccccc3)c(C)nn2c(C)c1CCC(=O)NC(C)CCc1ccco1 (configuration not stated)
17) CCc1ccc(-n2c(=S)sc3c(=O)n(-c4ccccc4C)c(SCC(=O)O)nc32)cc1
18) Cc1ccc(Cn2c(CN3CC(C)OC(C)C3)nc3c2c(=O)[nH]c(=O)n3C)cc1 (configuration not stated)

Assay by compound,13,14,15,16,17,18
TDP-43 yeast inh,?,21%,-3%,28%,-12%,-27%
FUS yeast rescue,13%,30%,16%,15%,16%,8%
Akt phos inh,i,i,i,i,i,i
Mm-Cpn inhibitor,1%,·,-9%,0%,1%,-2%
Abeta yeast res,-5%,2%,4%,-11%,-2%,-5%
GLP1R cytotox,19%,?,1%,1%,-14%,4%
GLP-1R inv ag,13%,?,-11%,?,-46%,6%
PTHR1 ag,-5%,-45%[inhibitor],-28%,-18%,-54%[inhibitor],-15%[57.5 µM]
aSyn yeast inh,2%,-1%,-4%,-3%,9%,-2%

19) Cc1ccccc1N=C(N)Nc1ccccc1C
20) CC1Cc2cc(/C(O)=C3/C(=O)C(=O)N(CCCN(C)C)C3c3ccncc3)ccc2O1 (configuration not stated)
21) CCOC(=O)N1CCC(NC(=O)CCC(=O)N2CCOc3ccc(Cl)cc32)CC1
22) O=C(/C=C/c1ccccc1Cl)NCc1ccccc1
23) CCCC(C(=O)NC1CCCC1)N(CC1CCCO1)C(=O)CNS(=O)(=O)c1ccc(F)cc1 (configuration not stated)
24) O=C(COC(=O)c1ccc(F)cc1)NCc1ccc(F)cc1

Assay by compound,19,20,21,22,23,24
TDP-43 yeast inh,-2%,-4%,-6%,-33%[inhibitor],13%,14%
FUS yeast rescue,12%,-8%,3%,2%,8%,-15%
Akt phos inh,i,i,i,i,i,i
Mm-Cpn inhibitor,-3%,-1%,1%,2%,0%,-4%
Abeta yeast res,3%,8%,-8%,-4%,6%,-19%
GLP1R cytotox,-5%,-13%,5%,12%,-7%,-12%
GLP-1R inv ag,-18%,0%,2%,0%,2%,26%
PTHR1 ag,i,-12%[57.5 µM],-7%,i,-13%,-32%
aSyn yeast inh,-5%[1.84 µM],-7%,0%,-2%,?,-4%

25) O=C(COc1ccc(Cl)cc1Cl)N/N=C/c1ccc(OC2OC(CO)C(O)C(O)C2O)cc1 (configuration not stated)
26) O=C(CN1C(=O)C2CC=CCC2C1=O)Nc1cc(C(F)(F)F)ccc1N1CCCC1 (configuration not stated)
27) COc1cc(/C=N/NC(=S)Nc2cccc(S(=O)(=O)N(C)C)c2)ccc1O
28) COCCNc1oc(-c2ccc(C)cc2)nc1C#N
29) COC(=O)C1=C(C)N(Cc2ccccc2)C(=S)N[C@H]1c1ccccc1
30) CCCC(=O)N1CCC1(C)C(=O)NS(=O)(=O)c1cc2c(cc1C)CCCS2(=O)=O (configuration not stated)

Assay by compound,25,26,27,28,29,30
TDP-43 yeast inh,-7%,-11%,20%,23%,13µM*,11%
FUS yeast rescue,-19%,17%,?,·,42%,-12%
Akt phos inh,i,i,i,i,i,i
Mm-Cpn inhibitor,1%,3%,-2%,-3%,-11%&-9%,·
Abeta yeast res,-9%,7%,-7%,-7%,-7%,-9%
GLP1R cytotox,10%,-6%,?,-5%,2%,1%
GLP-1R inv ag,-19%,?,?,20%,?,23%
PTHR1 ag,i,i,-15%,-70%[inhibitor],-45%[inhibitor],-10%
aSyn yeast inh,-1%,0%,0%,1%,21%,8%

31) Cc1ccccc1NC(=O)C1C2CCCC1C2c1ccccc1 (configuration not stated)
32) COc1ccc(C(=O)COC(=O)c2ccc(N(C)C)cc2)cc1
33) CCc1nc(Nc2ccc(OC)c(OC)c2)c2nnn(Cc3ccccc3Cl)c2n1
34) COc1ccc(CN(C)C(=O)c2ccc(NC(=O)CC3SC(N4CCCCC4)=NC3=O)cc2)c(OC)c1 (configuration not stated)
35) CCc1sc(Nc2cccc(C)c2C)nc1-c1cc2cccc(OC)c2oc1=O
36) CN(C)C(CNS(=O)(=O)c1ccc(Cl)cc1F)c1ccco1 (configuration not stated)

Assay by compound,31,32,33,34,35,36
TDP-43 yeast inh,13%,·,0%,4%,1%[9.22 µM],-17%
FUS yeast rescue,12%,14%,11%,44%,-22%,·
Akt phos inh,i,i,·,i,·,i
Mm-Cpn inhibitor,0%,3%,-4%,·,·,0%
Abeta yeast res,11%,0%,15%,2%,10%,-18%
GLP1R cytotox,-26%,2%,228%[activator],0%,5%,1%
GLP-1R inv ag,?,9%,?,19%,1%,-22%
PTHR1 ag,i,-20%,-29%[57.5 µM],i,i,i
aSyn yeast inh,0%,-4%,2%,1%,·,-3%

37) CCc1nnc(NS(=O)(=O)c2ccc(NC(=S)NC(=O)c3cccnc3)cc2)s1
38) Cc1cc(CN(C)C)c(O)c(C2(C)CCCCC2)c1
39) O=c1c2c(-c3ccccc3)csc2nc2c3ccccc3c(NCCN3CCOCC3)nn12
40) Cn1cc(CC(=O)NCc2ccc(F)cc2)c2ccccc21

Assay by compound,37,38,39,40
TDP-43 yeast inh,1%[9.22 µM],6%,-15%,?
FUS yeast rescue,23%,1%,36%,2%
Akt phos inh,i,i,i,i
Mm-Cpn inhibitor,3%,2%,-4%,-1%
Abeta yeast res,-24%,6%,-51%[inhibitor],10%
GLP1R cytotox,-2%[7.66 µM],-8%,12%,11%
GLP-1R inv ag,35%[7.66 µM],-16%,-12%,16%
PTHR1 ag,i,-13%[57.5 µM],i,i
aSyn yeast inh,-5%,-7%,-21%,12%

Some of the entries above in another layout:
Each structure is followed by: TDP-43 yeast inh	FUS yeast rescue	Akt phos inh	Mm-Cpn inhibitor	Abeta yeast res	GLP1R cytotox	GLP-1R inv ag	PTHR1 ag	aSyn yeast inh
#25 O=C(COc1ccc(Cl)cc1Cl)N/N=C/c1ccc(OC2OC(CO)C(O)C(O)C2O)cc1 (configuration not stated)
 : -7%	-19%	i	1%	-9%	10%	-19%	i	-1%
#15 Cc1nc2cc(OCc3cc(C(=O)NC(C)c4cnn(C)c4)no3)ccc2s1 (configuration not stated)
 : -3%	16%	i	-9%	4%	1%	-11%	-28%	-4%
#27 COc1cc(/C=N/NC(=S)Nc2cccc(S(=O)(=O)N(C)C)c2)ccc1O
 : 20%	?	i	-2%	-7%	?	?	-15%	0%
#31 Cc1ccccc1NC(=O)C1C2CCCC1C2c1ccccc1 (configuration not stated)
 : 13%	12%	i	0%	11%	-26%	?	i	0%
#5 Cc1cc(N)nc(=O)n1C1CC(O)C(CO)O1 (configuration not stated)
 : -2%	·	i	·	3%	1%	14%	i	6%
#28 COCCNc1oc(-c2ccc(C)cc2)nc1C#N
 : 23%	·	i	-3%	-7%	-5%	20%	-70%[inhibitor]	1%
#9 Cc1ccc(NC(=O)CCC(=O)N/N=C/c2ccco2)c(C)c1
 : -10%	7%	i	-9%	-15%	0%	13%	i	-3%
